pPAFAH FP inh – pPAFAH (human) enzyme inhibition; Q13093; recombinant pPAFAH, FP-rhodamine probe fluorescence polarization; inhibition, % at 3.39 µM; 1.5% of 330,000 active;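 active = inhibition above the mean inhibition across the screen plus 3 SD, cut at about 25% in these data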;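 note: inhibitors block binding of the rhodamine activity-based probe so polarization drops; 0% = enzyme with DMSO and 100% = wells lacking pPAFAH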
PAFAH1B2 inh – blocks human PAF acetylhydrolase 1b catalytic subunit 2; 1.2% of 340,000 active; recombinant PAFAH1B2, FP-rhodamine activity probe, fluorescence polarization; P68402; inhibition, % at 3.39 µM; AID 492953;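 active = inhibition above the mean of all tested compounds plus 3 SD, cut at about 24% in these data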;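 note: 0% = enzyme with DMSO and 100% = wells lacking PAFAH1B2; many of its hits are not listed in these tables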
Target sequence (P68402 whole entry, looked up): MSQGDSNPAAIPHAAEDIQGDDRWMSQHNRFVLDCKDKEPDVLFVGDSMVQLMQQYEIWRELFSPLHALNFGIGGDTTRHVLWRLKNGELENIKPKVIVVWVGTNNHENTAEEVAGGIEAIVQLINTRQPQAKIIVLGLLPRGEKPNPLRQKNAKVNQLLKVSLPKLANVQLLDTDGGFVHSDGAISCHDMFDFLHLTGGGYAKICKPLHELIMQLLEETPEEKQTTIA
PAD4 FP inh – inhibitors of human PAD4. recombinant PAD4, RCA probe fluorescence polarization. inhibition, % at 6.36 µM. 0.41% of 330,000 active. AID 485272;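 active = percent inhibition above a cutoff equal to the mean of all tested compounds plus 3 SD, cut at about 15% in these data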;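 note: 0% = PAD4 with RCA probe and DMSO and 100% = probe without PAD4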
PME-1 inh – PME-1 (human) inhibition | 0.53% of 320,000 active | inhibition, % at 5.9 µM | AID 2130 | recombinant PME-1, FP-Rh probe fluorescence polarization | Q9Y570;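 active = inhibition above the campaign mean of all compounds plus 3 SD, cut at about 26% in these data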;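 note: competitive labeling of PME-1 active site by serine hydrolase directed probe; 0% = PME-1 with DMSO and 100% = wells lacking PME-1 enzyme; inhibitors block probe labeling so polarization falls and inhibition rises; many of its hits are not listed in these tables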
Target sequence (Q9Y570 whole entry, looked up): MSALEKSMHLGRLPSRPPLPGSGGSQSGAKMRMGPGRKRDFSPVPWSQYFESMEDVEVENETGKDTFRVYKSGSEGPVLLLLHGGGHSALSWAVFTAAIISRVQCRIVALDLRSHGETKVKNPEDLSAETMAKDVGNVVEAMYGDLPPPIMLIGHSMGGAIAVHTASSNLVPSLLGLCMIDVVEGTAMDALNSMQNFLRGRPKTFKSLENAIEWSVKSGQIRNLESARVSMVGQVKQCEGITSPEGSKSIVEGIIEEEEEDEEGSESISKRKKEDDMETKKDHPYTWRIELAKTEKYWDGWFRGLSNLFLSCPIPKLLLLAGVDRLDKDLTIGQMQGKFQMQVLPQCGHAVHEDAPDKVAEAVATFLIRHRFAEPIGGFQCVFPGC
LYPLA1 inh – counter-screen for PME1 inhibitors: inhibitors of human LYPLA1; 0.16% of 320,000 active; AID 2174; inhibition, % at 5.9 µM; recombinant LYPLA1, FP-Rh probe fluorescence polarization; O75608;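 active = inhibition above the mean of all tested compounds plus 3 SD, set per campaign, cut at about 14% in these data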;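 note: inhibitors block serine hydrolase probe labeling of LYPLA1 so polarization falls; 0% = enzyme with DMSO and 100% = wells lacking LYPLA1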
Target sequence (O75608 whole entry, looked up): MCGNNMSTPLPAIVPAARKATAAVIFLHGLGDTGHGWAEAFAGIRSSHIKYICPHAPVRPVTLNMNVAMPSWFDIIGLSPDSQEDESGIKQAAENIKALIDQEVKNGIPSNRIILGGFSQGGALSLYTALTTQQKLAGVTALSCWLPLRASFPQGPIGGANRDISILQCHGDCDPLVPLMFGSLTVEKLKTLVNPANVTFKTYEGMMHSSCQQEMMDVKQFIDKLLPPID
PAFAH1B3 inh – blocks human PAF acetylhydrolase 1B catalytic subunit 3. inhibition, % at 3.39 µM. recombinant PAFAH1B3, FP-rhodamine probe, fluorescence polarization. Q15102. 0.28% of 340,000 active;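 active = inhibition above the screen-wide average of all tested compounds plus 3 SD, cut at about 25% in these data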;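 note: 0% = enzyme with DMSO only and 100% = wells lacking PAFAH1B3 protein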
LYPLA2 inh – LYPLA2 (human) inhibition in PME1 counter-screen. O95372. recombinant LYPLA2, FP-Rh probe fluorescence polarization. inhibition, % at 5.9 µM. 0.38% of 320,000 active;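 active = inhibition above the screen-wide mean plus 3 SD, limit set per campaign, cut at about 26% in these data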;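 note: 0% = LYPLA2 with DMSO and 100% = wells lacking LYPLA2 enzyme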
Target sequence (O95372 whole entry, looked up): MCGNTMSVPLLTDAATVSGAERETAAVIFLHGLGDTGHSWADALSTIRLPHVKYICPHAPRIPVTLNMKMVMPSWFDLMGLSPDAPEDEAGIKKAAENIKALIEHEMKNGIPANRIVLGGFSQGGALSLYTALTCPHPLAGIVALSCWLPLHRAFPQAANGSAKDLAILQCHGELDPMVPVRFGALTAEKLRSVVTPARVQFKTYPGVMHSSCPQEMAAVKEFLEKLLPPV
PAFAH2 inh – inhibitors of human PAFAH2. recombinant PAFAH2, FP-rhodamine activity probe, fluorescence polarization. inhibition, % at 3.39 µM. 0.99% of 340,000 active. AID 492956;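 active = inhibition above the mean over all tested compounds plus 3 SD, cut at about 30% in these data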;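 note: inhibitors block probe labeling of enzyme so polarization drops; 0% = enzyme with DMSO and 100% = wells lacking PAFAH2 protein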
GSTO1 counter – counter-screen for RBBP9 inhibitors: inhibitors of human GSTO1; P78417; recombinant GSTO1, activity-based probe fluorescence polarization; inhibition, % at 5.96 µM; 1.1% of 300,000 active; AID 1974;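 active = inhibition above the campaign mean inhibition plus 3 SD, cut at about 35% in these data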;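 note: 0% = GSTO1-1 with DMSO and 100% = wells lacking GSTO1-1 enzyme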
Numbers without * were called inactive; nt = not tested or not shown. Only part of the results is shown; the hit share may differ from the screen's.

SMILES	pPAFAH FP inh	PAFAH1B2 inh	PAD4 FP inh	PME-1 inh	LYPLA1 inh	PAFAH1B3 inh	LYPLA2 inh	PAFAH2 inh	GSTO1 counter
Cc1cc(NC(=O)COC(=O)c2oc3c(Cl)cccc3c2C)no1	6	-1	7	-11	-5	-8	-3	-4	2
COc1ccc2cc(CCNC(=O)c3ccc(S(=O)(=O)N4CCCC4)cc3)c(=O)[nH]c2c1	6	5	6	1	-1	0	8	2	-13
Cc1oncc1C(=O)N1CCCC(CO)(Cc2ccc(F)cc2F)C1 (configuration not stated)	7	-2	2	0	-2	2	4	-2	5
CS(=O)(=O)c1ccc2nc(NC(=O)c3cc4ccccc4o3)sc2c1	5	5	-4	-9	-4	1	-2	-4	-33
O=C(NC1CCCCCC1)c1ccc(CN2CCOCC2)cc1	0	1	-2	-5	-3	4	0	8	-2
CCCCOC(=O)C1CN(c2ccccc2)N=C1C(=O)OCC (configuration not stated)	-2	5	7	-3	0	6	2	-4	1
COc1cccc(-c2sc3ccc(OC)cc3c2C#CC(C)(C)O)c1	-10	-6	0	-16	-15	3	-25	-13	nt
COc1ccc(CCN2C(=S)N(C)C(=O)C2CC(=O)Nc2ccc(OC)cc2)cc1 (configuration not stated)	5	5	3	6	-1	9	1	8	6
CCN(CC(=O)Nc1ccccc1OC)C(=O)CSCC(=O)Nc1ccc(OC)cc1	1	4	1	-1	-1	5	-1	2	-6
O=C(C/C=N/OCc1c(Cl)cccc1Cl)c1cnc(-c2ccccc2)s1	4	2	-13	2	-2	-3	-5	-10	9
O=C(OCC(=O)N1CCCC1)c1ccc(OC(F)(F)F)cc1	1	-5	2	3	2	-2	9	4	9
COc1cccc(Cn2cccc(NC(=O)Nc3cccc(C#N)c3)c2=O)c1	4	nt	0	6	0	nt	2	nt	6
O=C(c1cccs1)N1CCCC(c2nc(-c3ccc(F)cc3)no2)C1 (configuration not stated)	-7	0	-1	6	-1	5	-1	4	9
CC(=O)N1CCN(c2ccc(NC(=S)NC(=O)COc3ccc(C(C)(C)C)cc3)cc2)CC1	13	2	0	40*	1	-2	12	-9	-1
COc1cccc(OC)c1C(=O)Nc1ccccc1N1CCCCC1	4	4	-1	-1	2	-1	3	1	-2
O=C(Nc1ccc(S(=O)(=O)N2CCc3ccccc3C2)cc1)C1CCCO1 (configuration not stated)	7	0	0	2	-2	5	3	4	3
O=C(CC1Nc2ccccc2NC1=O)Nc1cc(Cl)cc(Cl)c1 (configuration not stated)	2	15	-1	2	-4	20	0	12	-5
C[C@@]12C(=O)OC(=O)[C@]1(C)C1CCC2O1	1	1	4	-5	1	3	1	-2	1
Cc1ccc(S(=O)(=O)CCC(=O)N2CCN(c3ccccc3O)CC2)cc1	-3	4	3	nt	nt	-1	nt	1	nt
COc1ccc(CCNC(=S)N2CCN(S(=O)(=O)c3ccc(F)cc3)CC2)cc1	2	9	-6	-2	-2	8	-6	-5	6
C/C(N)=C(/C#N)C(=O)CSc1nc2ccccc2c(=O)n1-c1ccc(C)cc1	-1	nt	-5	-28	-12	nt	-28	nt	1
CC/C(=N\NC(=O)c1cc(C)nc2ccccc12)c1ccc(C)s1	-4	5	-14	-2	-6	0	-4	-2	2
Cc1nn(C)cc1NC(=O)c1nn(C)cc1[N+](=O)[O-]	5	-1	-3	2	-1	5	0	0	2
O=C(CSc1ncnc2ccccc12)NC1CCS(=O)(=O)C1 (configuration not stated)	2	-1	1	nt	nt	2	nt	-1	nt
CSc1cccc(NC(=O)Nc2ccc(Cl)cc2)c1	-2	4	-2	3	-8	-1	-5	0	-13
CCCCC1(C)NC(=O)N(CC(=O)Nc2cc(S(=O)(=O)N3CCOCC3)ccc2Cl)C1=O (configuration not stated)	5	1	-5	-1	-3	8	2	6	nt
Nc1cccc(S(=O)(=O)c2cccc(N)c2)c1	2	7	1	1	2	0	-3	4	1
CCc1ccc(N2C(=O)c3sc4nnc(C)c(=O)n4c3C2=O)cc1	3	6	3	-6	4	11	0	6	2
CC(C)(C)c1ccc(C(CC(=O)O)NC(=O)Cc2ccc(F)cc2)cc1 (configuration not stated)	3	nt	-3	-2	1	nt	7	nt	1
CCCCCCC(=O)NNC(=O)c1c(O)c2ccccc2n(CC)c1=O	4	-6	-3	-7	1	17	3	-2	2
COc1ccc(-c2nnc(-c3ccccc3)o2)cc1OC	3	6	-7	1	-1	8	-1	10	-4
COc1cc(C2C(C(=O)c3ccco3)=C(O)C(=O)N2c2cc(C)on2)cc(Br)c1O (configuration not stated)	-1	-7	-2	-4	0	6	2	1	6
N#Cc1ccc(Oc2cccnc2)cc1C#N	-6	3	-8	-8	4	5	2	-2	4
Cc1ccc(N=CC2=C(O)CC(c3ccco3)CC2=O)cc1 (configuration not stated)	-3	3	-1	-10	-4	6	3	-6	-11
Cc1ccc(-n2c(-c3ccncc3)n[nH]c2=S)cc1	2	2	1	-5	-1	10	2	2	-3
CCC(C)[C@@H](C(=O)N1CCNCC1)n1cc(CCCCN)nn1 (some centres not stated)	5	1	0	3	3	12	0	-6	-3
CCc1ccc2c(c1)c1nnc(NN)nc1n2CC	12	-4	-14	0	-8	-11	-5	-4	-11
CN(C)c1ccc(NC(=O)C[n+]2ccccc2)cc1	4	2	-3	3	3	3	3	1	0
CN(c1ccccc1)S(=O)(=O)c1cccc(NC(=O)CSc2ncc(C(F)(F)F)cc2Cl)c1	-18	-13	4	-41	-33	-42	-41	-46	-4
Cc1ccc(NC(=O)CN(C)C(=O)CSc2nccn2C)cc1	-4	5	1	nt	nt	9	nt	4	nt
COc1ccc(-n2c(=S)[nH]c3cc(C(=O)N4CCN(c5ccccc5)CC4)ccc3c2=O)cc1	5	1	1	4	1	6	8	-1	5
Cc1cc(NC(=O)CCc2ccc(S(=O)(=O)N3CCOCC3)cc2)n(-c2ccccc2)n1	3	2	-2	-9	-2	4	-1	-2	0
COc1ccc(C2CCCN2C(=O)Nc2ccc(F)cc2)cc1OC (configuration not stated)	-5	0	1	-2	1	3	0	-1	1
COC(=O)c1cccc(-n2[nH]nnc2=S)c1	4	2	-2	-1	-1	1	-1	7	-3
Cc1cccc(-n2c(O)c(C=NCc3ccccn3)c3ccccc3c2=O)c1	6	0	-5	3	2	2	-1	5	4
CCN(CC)C(=O)c1cc2cc(Br)ccc2oc1=O	2	5	-4	1	1	3	-2	1	8
Cc1cc(C)cc(OCC(=O)O/N=C(\N)c2ccccc2Cl)c1	1	0	0	0	-1	4	-1	-2	4
COc1ccc(N2CC(C)Cn3c2nc2c3c(=O)n(Cc3ccc(C)cc3)c(=O)n2C)c(OC)c1 (configuration not stated)	4	1	0	1	-1	2	2	0	8
O=C(c1ccccc1Br)N1CCN(c2ccccc2)CC1	0	2	2	2	-2	3	4	7	10
O=C(CC1Sc2ccccc2NC1=O)NCc1cccc(Cl)c1 (configuration not stated)	4	2	-1	2	-2	5	1	4	-1

Next structures:
SMILES	pPAFAH FP inh	PAFAH1B2 inh	PAD4 FP inh	PME-1 inh	LYPLA1 inh	PAFAH1B3 inh	LYPLA2 inh	PAFAH2 inh	GSTO1 counter
COc1cc(C(=O)NCc2ccc(C(=O)NCC(OC)OC)cc2)cc(OC)c1OC	1	-2	-2	0	-2	9	-5	2	11
CCCCNC(=O)C1CCC(CNS(=O)(=O)c2ccc(NC(C)=O)cc2)CC1 (configuration not stated)	0	2	-2	-4	2	7	14	-5	0
Cc1ccc(-c2c(C(=O)N/N=C/c3cccc(Cl)c3)nnn2-c2nonc2N)cc1	1	3	-3	-18	-4	-5	-7	-3	6
CCc1ccc(Nc2n[n+](-c3ccccc3)c(-c3cccc(C)c3)s2)cc1	8	4	1	3	0	5	1	-1	2
CCc1ccc(NC(=O)C2(c3ccccc3)CC2(Cl)Cl)cc1 (configuration not stated)	-4	9	0	0	-5	1	-3	-1	-7
COc1ccc2[nH]c3c(c2c1)CCNC3(C)CCc1ccc(Cl)nc1 (configuration not stated)	1	1	-2	2	2	8	4	2	-3
O=C(COc1ccc2c3c(c(=O)oc2c1)CCC3)NC1CCN(Cc2ccccc2)CC1	3	1	-1	-1	-4	5	-6	1	4
CCN(CC(=O)NCc1ccc(F)cc1)Cc1cc(=O)n2ccsc2n1	5	1	-5	1	1	5	1	2	6
COC(=O)c1[nH]c2cc(C)ccc2c1NC(=O)CN1CCN(c2ccccc2OC)CC1	5	6	-4	12	4	3	3	7	6
COc1ccc2[nH]c(C(=O)Nc3cccc(C)n3)cc2c1	-2	nt	-3	-10	-5	nt	-7	nt	12
Cc1c(NC(=S)N/C(=N/S(=O)(=O)c2ccc(Cl)cc2)c2ccccc2)c(=O)n(-c2ccccc2)n1C	0	6	-1	5	0	2	-2	3	-4
O=C(OCC(=O)N1CCN(S(=O)(=O)c2ccccc2)CC1)C1CCC1	3	7	-2	nt	nt	5	nt	4	nt
CC(C)Cc1nnc(NC(=O)CCC(=O)N2CCN(C3CCCC3)CC2)s1	0	8	1	6	8	5	10	3	-5
Cc1cccc(N2CCN(Cc3nc(C4CC4)no3)CC2)n1	4	0	-5	0	1	-7	1	-12	9
Cc1ccc(Cn2c(N)c(S(=O)(=O)c3cccs3)c3nc4ccccc4nc32)cc1	4	-1	-1	11	-7	2	5	-3	4
CC1(C)CC(=O)C(C=Nc2cc(C(=O)c3ccccc3)ccc2N)=C(O)C1	3	-4	-14	2	1	1	-2	-11	11
C[C@H](CO)N1C[C@H](C)[C@@H](CN(C)C(=O)Nc2ccccc2)Oc2ccc(NC(=O)Nc3ccc(C(F)(F)F)cc3)cc2C1=O	-23	-28	0	nt	nt	-52	nt	-92	nt
CCC(=O)N1c2ccccc2NC2=C(C(=O)CCC2)C1c1ccccc1 (configuration not stated)	2	2	-6	3	-2	4	-1	5	7
COc1cc(/C=C(\C#N)C(=O)NCCc2ccccc2)cc(OC)c1O	2	6	-3	5	-2	8	3	3	6
O=C(Nc1ccnn1C1CCN(C/C=C/c2ccc(F)cc2)CC1)C1CCCC1	-2	-1	-6	4	5	-14	7	-1	-6
C1CCC(n2nnnc2CN2CCCC2)CC1	1	7	1	-6	2	3	-4	5	4
Cc1ccc(C)c(Cn2c(=O)n(C)c(=O)c3sccc32)c1	5	2	-1	-3	-1	9	-3	7	6
Nc1nc(Nc2ccccc2)nc2c1ncn2[C@@H]1O[C@H](CO)[C@@H](O)[C@H]1O	1	-2	1	2	-4	-7	2	-4	4
CN1CCN(C(=O)CCNC(=O)Cn2cnc3ccccc3c2=O)CC1	3	5	-1	2	5	4	7	5	1
Cc1cc(C)c2nc(Nc3nc(-c4ccccc4)cc(=O)[nH]3)nc(C)c2c1	-7	-2	-1	-33	-5	-1	3	4	-10
CCN1C(=O)[C@@H]2[C@@H](c3ccc(-c4ccc(F)cc4)cc3)N3CCC[C@@]3(C(=O)OC)[C@@H]2C1=O	-1	6	-2	3	-3	6	0	3	8
CCc1ccc(NC(=S)N(Cc2ccccc2)Cc2ccccn2)cc1	-2	5	-3	-3	0	7	-2	3	-4
COc1cc(/C=C2\SC(=S)N(Nc3ccccc3)C2=O)ccc1O	-72	-81	-23	-288	-107	-143	-170	-167	-38
CN(C)CCCNc1c2c(nc3ccccc13)CCC2	6	5	0	-4	2	11	6	0	4
CCOc1ccccc1NC(=O)N1CCC(c2nc3ccccc3[nH]2)CC1	3	0	-7	4	-1	1	3	-11	6
CCSc1nc(C2CC2)cc(-c2ccco2)c1C#N	3	0	-8	-4	-3	-1	-9	3	-6

Bioassay records from PubChem BioAssay.
